High-throughput results (PubChem)
Bcl-xL primary: Bcl-xL (human) inhibition. Q07817. GST-Bcl-xL / FITC-Bim BH3 peptide fluorescence polarization. inhibition, % at 10.9 µM. 320,000 compounds, 0.7% hits;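 active means inhibition above the mean of all tested compounds plus 3 SD, cutoff set per campaign, cut at about 30% in these data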;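 further: 0% = DMSO wells and 100% = unlabeled Bim-BH3 peptide competitor; inhibitors lower millipolarization by displacing the labeled peptide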
Target sequence (Q07817 whole entry, looked up): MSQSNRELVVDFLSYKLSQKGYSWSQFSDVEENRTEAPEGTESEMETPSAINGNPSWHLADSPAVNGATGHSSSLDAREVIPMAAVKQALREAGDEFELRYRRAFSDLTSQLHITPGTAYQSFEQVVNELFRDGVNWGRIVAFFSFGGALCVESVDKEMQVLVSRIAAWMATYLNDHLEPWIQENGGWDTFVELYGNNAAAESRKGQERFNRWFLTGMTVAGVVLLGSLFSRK
Fam108B counter: blocks mouse Fam108B hydrolase in RBBP9 counter-screen; recombinant Fam108B, FP-Rh probe fluorescence polarization; inhibition, % at 9.51 µM; 300,000 compounds, 0.33% hits;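 active means inhibition above the screen mean inhibition plus 3 SD, computed separately per campaign, cut at about 18% in these data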;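 further: inhibitors lower polarization as less probe binds the enzyme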
MEX-5 binding: C. elegans MEX-5 TCR-2 RNA binding activity; MEX-5/FITC-TCR2 RNA binding, fluorescence polarization; hits give low values; activity score (negative = inhibition of binding), % at 10 µM; 300,000 compounds, 0.38% hits;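 active means inhibition past about -25% in most replicates, and total fluorescence under double the plate's negative control median, limit read from the data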;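 further: 0% = DMSO and -100% = 5 µM competing unlabeled TCR2 RNA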
Target sequence (Q9XUB2 whole entry, looked up): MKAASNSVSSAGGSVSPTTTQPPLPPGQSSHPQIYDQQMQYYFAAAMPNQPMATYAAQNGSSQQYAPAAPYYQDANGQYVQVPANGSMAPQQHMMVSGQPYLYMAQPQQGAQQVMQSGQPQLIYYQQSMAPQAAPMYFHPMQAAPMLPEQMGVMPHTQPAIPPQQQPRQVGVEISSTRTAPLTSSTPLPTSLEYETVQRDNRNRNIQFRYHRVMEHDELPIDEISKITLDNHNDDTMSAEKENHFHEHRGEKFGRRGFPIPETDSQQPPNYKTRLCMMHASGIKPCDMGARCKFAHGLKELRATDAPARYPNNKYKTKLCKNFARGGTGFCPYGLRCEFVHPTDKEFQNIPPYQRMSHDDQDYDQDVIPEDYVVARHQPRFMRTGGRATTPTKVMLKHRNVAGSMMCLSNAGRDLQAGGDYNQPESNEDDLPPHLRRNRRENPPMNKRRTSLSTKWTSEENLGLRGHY
MCL1-BIM inh: inhibitors of human MCL1 binding to BIM-BH3 peptide | Q07820 | GST-MCL1 / FITC-Bim-BH3 fluorescence polarization | inhibition, % at 10.9 µM | 320,000 compounds, 0.68% hits | AID 2057;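 active means inhibition above the mean inhibition of all tested compounds plus 3 SD, set per campaign, cut at about 40% in these data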;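 further: 0% = DMSO wells and 100% = unlabeled Bim-BH3 peptide control; higher means more loss of mP so more displacement of Bim peptide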
Target sequence (Q07820 whole entry, looked up): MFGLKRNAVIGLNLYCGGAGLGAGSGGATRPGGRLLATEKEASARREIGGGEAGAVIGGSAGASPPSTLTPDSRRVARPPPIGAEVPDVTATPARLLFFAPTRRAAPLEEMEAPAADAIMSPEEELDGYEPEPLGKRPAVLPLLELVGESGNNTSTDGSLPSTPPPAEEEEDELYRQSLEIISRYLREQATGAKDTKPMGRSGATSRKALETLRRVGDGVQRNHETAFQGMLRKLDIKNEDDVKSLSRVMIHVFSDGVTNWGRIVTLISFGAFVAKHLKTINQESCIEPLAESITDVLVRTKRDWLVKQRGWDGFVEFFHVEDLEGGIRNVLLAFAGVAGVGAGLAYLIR
Efflux pump mplx: blocks antifungal efflux pumps in multiplex yeast assay; S. cerevisiae Candida pump triplex, Nile Red efflux; inhibition, % at 10 µM; 330,000 compounds, 0.44% hits; AID 485275;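 active means plate passing quality check with inhibition over a set limit, or well fluorescence over plate mean plus 4 SD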;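 further: Nile Red retained in pooled yeast measured as flow cytometry median fluorescence; 0% = buffer negative control and 100% = Enniatin B positive control; higher means more Nile Red kept so more efflux inhibition; some compounds called inactive have numbers as strong as hits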
ZTA counter: counter-screen for EBNA-1 inhibitors: inhibitors of Epstein-Barr virus ZTA; ZTA-DNA binding, fluorescence polarization; inhibition, % at 11 µM; 320,000 compounds, 0.15% hits; AID 2234; in the data active means inhibition above about 33%
GLD-1 RNA inh: GLD-1-TGE RNA interaction inhibition (C. elegans). inhibition, % at 5.96 µM. Q17339. purified GLD-1 + fluorescein TGE RNA, fluorescence polarization. 320,000 compounds, 0.44% hits;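 active means percent inhibition above a per-plate cutoff, the plate mean of test compounds plus 3 SD, cut at about 30% in these data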;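 further: 0% = DMSO wells with GLD-1 and probe and 100% = wells lacking GLD-1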
Yeast superoxide: lowers age-related superoxide in aged yeast cells. S. cerevisiae aged cells, superoxide DHE fluorescence; hits give low values. superoxide response (% of plate mean), % at 10 µM. 330,000 compounds, 0.18% hits;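 active means superoxide response under a set limit, about three screen SD below normal, cut at about 65% in these data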;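 further: yeast aged for seven days with compound at 30 °C before DHE staining; 100% = average MFI of all compound-treated wells on the plate with controls excluded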
EBNA-1 inh: blocks EBNA-1 binding to DNA | inhibition, % at 14.8 µM | EBNA-1 DNA binding, fluorescence polarization | 300,000 compounds, 0.34% hits | AID 1950; in the data active means inhibition above about 28%
The depositor's hits bear a star; · = no result given.

SMILES	Bcl-xL primary	Fam108B counter	MEX-5 binding	MCL1-BIM inh	Efflux pump mplx	ZTA counter	GLD-1 RNA inh	Yeast superoxide	EBNA-1 inh
CCOP(=O)(c1ccccc1)C(O)c1ccccc1 (stereo not given)	-2	0	-0.3	2	0.0	-3	4	104	0
Brc1cccc2sc(N3CCCC3)nc12	-1	-3	-3.7	-2	0.0	2	6	88	17
Cc1ccccc1NC(=S)NNC(=O)c1cccnc1	1	-2	0.9	-9	0.0	-4	5	100	-2
O=c1[nH][nH]c(-c2ccccc2)c1C=Nc1ccccc1	4	-4	0.0	1	0.1	-17	-1	92	3
COc1ccc(CN2CCN(C(=O)c3cc(OC)c(OC)c(OC)c3)CC2)cc1OC	6	0	-3.4	-2	-0.2	-4	5	116	-5
CC(=O)C(Sc1ncnc2sc3c(c12)CCCC3)C(C)=O	4	3	0.0	8	-0.3	-1	-1	91	3
COc1ccc(CCNC(=O)CC2Nc3ccccc3NC2=O)cc1 (stereo not given)	-1	1	0.2	2	-0.1	8	-2	96	3
CCC1(C)Cc2c(sc3c2c(=O)n(C)c2nnc(SCCc4ccccc4)n32)CO1 (stereo not given)	2	-4	1.0	-3	0.1	1	3	102	1
Nc1nc2c(-c3ccc(Br)cc3)nnn2c2ccccc12	1	-9	-0.3	0	0.1	1	-2	98	0
CC(NC(=O)COC(=O)/C=C/c1ccc(Cl)cc1)c1ccccc1 (stereo not given)	7	2	3.0	8	0.1	9	1	104	-8
O=C(CSc1n[nH]c(-c2cc(Cl)ccc2Cl)n1)NCCN1C(=O)CSC1=O	5	1	4.9	3	0.0	-9	3	106	5
N#CCSc1ncnc2c1cnn2CCO	12	6	1.4	10	0.0	4	-14	96	1
Cc1noc(C)c1CSCC(=O)NCCN1C(=O)S/C(=C\c2ccccc2F)C1=O	-9	-1	3.1	-4	0.0	8	-2	96	0
CC(C)c1ccc(-c2csc(NC(=O)c3cccs3)c2C(=O)O)cc1	16	5	2.0	7	-0.2	0	5	84	2
CCC(CC)C(=O)Nc1cc(C(=O)OC)cc(C(=O)OC)c1	6	4	0.3	4	0.0	1	4	104	6
Cc1cccc(C)c1NC(=O)CNC(=O)C(C)NC(C)c1ccccc1Br (stereo not given)	0	·	·	4	0.0	-6	2	93	·
O=C(Nc1c2c(nc3ccccc13)CCCC2)c1cccc([N+](=O)[O-])c1	-3	4	0.5	-7	0.1	-5	2	98	-7
CCc1ccc(N2C(=O)c3ccc4c5c(ccc(c35)C2=O)CC4)cc1	10	0	0.7	13	0.1	11	-2	108	5
C[C@H]1CC[C@@]2(O[C@@H](CCO)C[C@H](O)[C@H]2O)O1	5	0	-1.1	5	-0.1	2	7	96	-4
COc1ccc(N2CCN(C(=O)CCNS(=O)(=O)c3cccs3)CC2)cc1	3	-6	-1.0	4	0.0	-29	-2	76	6
COc1ccc(C)cc1S(=O)(=O)Nc1cccc(-c2cn3cccnc3n2)c1	-2	3	-0.8	2	-0.1	0	-4	92	-5
Cc1nnc2sc(-c3cccc(F)c3)nn2c1=O	4	-1	-2.6	7	0.0	-6	8	107	6
CC(Sc1nnnn1C1CCCC1)C(=O)Nc1cccc(S(=O)(=O)N2CCOCC2)c1 (stereo not given)	0	·	·	-3	-0.2	1	6	99	·
O=C(NC(=S)Nc1ccc(CN2CCCCC2)cc1)c1cc2ccccc2o1	7	-1	·	12	0.0	-12	6	82	4
NS(=O)(=O)c1ccc(CCNc2ncnc3c2c(-c2ccccc2)cn3-c2ccc(F)cc2)cc1	5	-7	-3.6	6	-0.1	21	9	117	7
CC(=O)Nc1ccc([C@H]2[C@H](C)CC[C@H]3C(=O)N4[C@@H](CC[C@@H](C)[C@@H]4c4ccc(NC(C)=O)cc4)C(=O)N32)cc1	2	5	1.5	5	0.2	-19	8	108	7
COC(=O)CCc1c(C)c(C#N)c2nc3ccccc3n2c1N1CCCC1	0	-1	-3.0	3	0.2	1	1	88	7
S=C(NC1CCCCC1)N1CCN(C/C=C/c2ccccc2)CC1	6	-3	-2.6	8	0.2	5	0	102	3
CCCCn1c(CCNC(=O)CC)nc2ccccc21	3	3	1.8	4	0.1	-9	9	91	0
COc1ccc(NC(=O)CSc2nnc(Cc3ccc(C)cc3)c(=O)n2N)cc1OC	2	2	5.4	8	-0.2	2	-11	104	-11
CCOC(=O)Cn1c(=O)c2c(nc3n2CCCCN3c2ccc(C)cc2)n(C)c1=O	5	6	-0.2	0	0.1	7	7	99	0
NNC(=O)Cn1c(SCc2ccccc2)nc2ccccc21	4	-2	-0.2	7	-0.2	-14	-3	85	1
Cc1ccc(CN2CCSCC2)cc1	4	3	-0.7	7	-0.1	-5	9	92	3
COc1ccc(Nc2ccc([N+](=O)[O-])cc2[N+](=O)[O-])cc1	8	9	0.7	3	-0.1	-8	-2	115	2
CC(=O)NCCC(=O)Nc1ccc(C(N)=O)cc1	3	0	-1.7	0	-0.1	15	1	97	9
Cc1noc(/C=C/c2ccco2)c1S(=O)(=O)N1CCC(C(=O)NCc2ccco2)CC1	4	1	-2.1	-2	-0.2	-8	3	97	9
Cc1ccc(-c2cn(CCN)c(-c3ccncc3)n2)cc1	6	-3	·	5	0.0	7	-7	91	10
Cc1cc(C)nc(Nc2n[nH]c(-c3ccc(C(C)(C)C)cc3)n2)n1	4	0	0.8	6	0.0	6	3	106	-5
Cc1cc2c(C)nc(-c3ccccc3)nc2o1	1	-4	0.2	-2	0.0	-20	3	91	4
COC(=O)c1ccc(C(=O)NC2CCSc3ccccc32)cc1 (stereo not given)	3	-5	2.8	1	-0.1	0	-1	94	9
CCCn1c(N)c(N(CCOC)C(=O)c2cccc(Cl)c2)c(=O)[nH]c1=O	0	-1	-0.5	4	0.1	1	3	106	-1
OCCCCNc1cccc2ccccc12	9	8	-5.7	7	0.0	-11	5	107	-2
CCC(C)NC(=O)C1=CCN(S(=O)(=O)c2ccc(C)cc2)CC1 (stereo not given)	3	1	1.7	3	0.1	4	5	101	1
COc1ccc(CCNC(=O)CCC(=O)N2CCOc3ccc(Cl)cc32)cc1OC	0	1	-2.0	0	-0.1	8	-1	95	1
CCCN1C(=O)/C(=C/c2ccc(C)o2)SC1=Nc1ccc(OC)cc1	3	2	-72*	8	0.1	-19	-3	98	-12

A different layout for some results above.
| SMILES | Bcl-xL primary | Fam108B counter | MEX-5 binding | MCL1-BIM inh | Efflux pump mplx | ZTA counter | GLD-1 RNA inh | Yeast superoxide | EBNA-1 inh |
| --- | --- | --- | --- | --- | --- | --- | --- | --- | --- |
| NNC(=O)Cn1c(SCc2ccccc2)nc2ccccc21 | 4 | -2 | -0.2 | 7 | -0.2 | -14 | -3 | 85 | 1 |
| Cc1ccc(CN2CCSCC2)cc1 | 4 | 3 | -0.7 | 7 | -0.1 | -5 | 9 | 92 | 3 |
| COc1ccc(Nc2ccc([N+](=O)[O-])cc2[N+](=O)[O-])cc1 | 8 | 9 | 0.7 | 3 | -0.1 | -8 | -2 | 115 | 2 |
| CC(=O)NCCC(=O)Nc1ccc(C(N)=O)cc1 | 3 | 0 | -1.7 | 0 | -0.1 | 15 | 1 | 97 | 9 |
| Cc1noc(/C=C/c2ccco2)c1S(=O)(=O)N1CCC(C(=O)NCc2ccco2)CC1 | 4 | 1 | -2.1 | -2 | -0.2 | -8 | 3 | 97 | 9 |
| Cc1ccc(-c2cn(CCN)c(-c3ccncc3)n2)cc1 | 6 | -3 | · | 5 | 0.0 | 7 | -7 | 91 | 10 |
| Cc1cc(C)nc(Nc2n[nH]c(-c3ccc(C(C)(C)C)cc3)n2)n1 | 4 | 0 | 0.8 | 6 | 0.0 | 6 | 3 | 106 | -5 |
| Cc1cc2c(C)nc(-c3ccccc3)nc2o1 | 1 | -4 | 0.2 | -2 | 0.0 | -20 | 3 | 91 | 4 |
| COC(=O)c1ccc(C(=O)NC2CCSc3ccccc32)cc1 (stereo not given) | 3 | -5 | 2.8 | 1 | -0.1 | 0 | -1 | 94 | 9 |
| CCCn1c(N)c(N(CCOC)C(=O)c2cccc(Cl)c2)c(=O)[nH]c1=O | 0 | -1 | -0.5 | 4 | 0.1 | 1 | 3 | 106 | -1 |
| OCCCCNc1cccc2ccccc12 | 9 | 8 | -5.7 | 7 | 0.0 | -11 | 5 | 107 | -2 |
| CCC(C)NC(=O)C1=CCN(S(=O)(=O)c2ccc(C)cc2)CC1 (stereo not given) | 3 | 1 | 1.7 | 3 | 0.1 | 4 | 5 | 101 | 1 |
| COc1ccc(CCNC(=O)CCC(=O)N2CCOc3ccc(Cl)cc32)cc1OC | 0 | 1 | -2.0 | 0 | -0.1 | 8 | -1 | 95 | 1 |
| CCCN1C(=O)/C(=C/c2ccc(C)o2)SC1=Nc1ccc(OC)cc1 | 3 | 2 | -72* | 8 | 0.1 | -19 | -3 | 98 | -12 |

(continued)
SMILES	Bcl-xL primary	Fam108B counter	MEX-5 binding	MCL1-BIM inh	Efflux pump mplx	ZTA counter	GLD-1 RNA inh	Yeast superoxide	EBNA-1 inh
CO/N=C/c1c(-c2ccc(Cl)cc2)nc2cc(C)ccn12	3	1	0.6	-3	-0.1	1	1	92	-4
Cc1cc(C)c(C)c(S(=O)(=O)N2CCN(c3ncnc4ccccc34)CC2)c1C	-3	·	·	-6	0.1	-14	-12	99	·
C=CCn1c(SCc2ccc(C(=O)NCCO)cc2)nc2ccccc2c1=O	3	-2	1.8	2	-0.1	6	-5	109	6
COC(=O)c1ccc(-c2nc(CN3CCN(Cc4cccc(C)c4)CC3)c(C)o2)cc1	1	-1	-3.6	13	-0.1	19	5	90	7
CCOC(=O)C1=C(CN2CCN(c3ccc(F)cc3)CC2)NC(=O)NC1c1cccs1 (stereo not given)	5	3	0.1	8	0.2	-4	-4	112	-7
CCOC(=O)C1(CC)NC(c2ccc(OC)cc2OC)C2C(=O)N(C)C(=O)C21 (stereo not given)	6	-1	1.3	6	0.0	3	0	93	2
CCC1Oc2ccc(C)cc2N(CC(=O)NCCCN2CCCC2)C1=O (stereo not given)	-1	4	0.2	1	0.0	-16	-3	88	-8
COCCOC(=O)/C(C#N)=C/c1cn(Cc2ccccc2)nc1-c1cccnc1	2	2	-5.2	1	0.1	-15	0	76	2
CCOC(=O)C1(Cc2ccc(OC)cc2)CCN(C(=O)CN2CCCCC2=O)CC1	-1	1	-2.0	-5	0.0	-23	6	91	-3
O=C(O)C1CCCCC1C(=O)Nc1ccc2c(c1)OCCO2 (stereo not given)	7	-1	-1.2	2	-0.1	10	-2	84	-4
O=C(NC(=S)Nc1cccnc1)c1cccc(Br)c1	10	4	0.8	18	-0.2	-24	6	100	-3
Cc1cc(NC(=O)CSCC(=O)Nc2nc3ccccc3[nH]2)no1	13	0	-0.3	10	-0.1	4	0	88	-4
COc1ccc(NC(=O)c2ccc3c(c2)CCN3S(=O)(=O)c2ccccc2)c(OC)c1	5	7	2.5	-1	-0.1	-1	-5	140	28*
COc1ccc2oc(C)c(C(N)=O)c2c1	-1	-2	-0.1	1	0.0	4	-9	90	-2
CCOC(=O)C1=C(N)N2C(=O)C(C)SC2=C(C(=O)OC)C1c1ccccc1OC (stereo not given)	5	3	·	2	0.0	4	9	89	10
